Screening data as filed in PubChem BioAssay.
KDM5B inhibitor = Primary screen for KDM5B Histone Demethylases FDH-coupled qHTS. KDM5B demethylase, FDH-coupled NADH fluorescence (FDH is formaldehyde dehydrogenase). Lysine-specific demethylase 5B (Homo sapiens), Q9UGL1. hit rate 2.6% among 220,000. Potency, µM (doses to about 57.7 µM), inactives show at the top dose activity change, negative = inhibition, usual class: inhibitors; active = well fitted inhibition curve with a large enough effect; inconclusive = small, poorly fitted or top-dose-only effect; inactive = no such curve, though single readings can be large or run the other way; note: 0% is about no effect; nearly all actives have a fitted effect of over 70% in size
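qHTS format, multiple compound concentrations. Buffer 50 mM HEPES pH 7.5/0.01% Tween-20; 200 nM KDM5BΔAP final; 10 min compound preincubation; substrate-mix levels 12.5 µM peptide, 25 µM α-KG, 0.25 mM NAD⁺; 30 min RT; ΔRFU.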
The depositor's hits bear a star; i = inactive; ? = inconclusive; & = joins results of further samples; [ ] = remark or other dose. Potency is the fitted concentration of half-maximal effect. Only part of the results is shown; the hit share may differ from the screen's.

KDM5B inhibitor | structure
28µM* | O=C(NCc1nnc2cc(-c3nc(C4CC4)no3)ccn12)c1ccc(F)cc1Cl
-13% | CNC(=O)c1ccc(NC(=O)c2cccc[n+]2[O-])cc1
? | Cc1cc(C(=O)N2CCCCC2)c2c(C3CCCN3)noc2n1 (configuration not stated)
i | O=c1oc2cc(OCc3nn[nH]n3)ccc2cc1-c1ccccc1
0% | C[C@@H]1CN(C(=O)CCN(C)S(C)(=O)=O)C[C@@]1(O)C1CC1
-20% | CC(Sc1nnc(-c2ccncc2)n1C1CC1)C(=O)c1ccc(F)cc1 (configuration not stated)
12% | CCc1ccc(C(C)NC(=O)Cn2nnn(-c3ccccc3)c2=O)cc1 (configuration not stated)
11% | Cc1ccc(C(C)NC(=O)C2CCCO2)c(C)c1 (configuration not stated)

Next part
KDM5B inhibitor | structure
? | CS(=O)(=O)c1ccc2c(c1)sc1nc(=O)c(/C=C3/C=CC(=O)C(O)=C3)c(N)n12
32µM* | Cc1c(-c2ccccc2F)[nH]c2ccc(CNC(=O)CCn3cnnc3)cc12
-9% | O=C(/C=C/c1ccc(F)cc1)Nc1ccc(Cl)c(C(F)(F)F)c1
? | Cc1cccc(NC(=O)c2nc(S(C)(=O)=O)ncc2Cl)c1
-19% | CCN(Cc1ccccc1)C(=O)c1cn(-c2cccc(OC)c2)c(=O)c2ccccc12
9% | Cn1nc(C(=O)NC(Cc2ccc(O)cc2)C(=O)O)c2ccccc2c1=O (configuration not stated)
-30% | Cc1cc(C)c(NC(=O)CSc2n[nH]c(-c3ccccc3Cl)n2)c(C)c1
? | COc1ccccc1CCNC(=O)CCCn1c(=O)c2cccn2c2cccnc21

Random excerpt: seven records from the list
KDM5B inhibitor | structure
-30% | Cc1cc(C)c(NC(=O)CSc2n[nH]c(-c3ccccc3Cl)n2)c(C)c1
? | CS(=O)(=O)c1ccc2c(c1)sc1nc(=O)c(/C=C3/C=CC(=O)C(O)=C3)c(N)n12
11% | Cc1ccc(C(C)NC(=O)C2CCCO2)c(C)c1 (configuration not stated)
0% | C[C@@H]1CN(C(=O)CCN(C)S(C)(=O)=O)C[C@@]1(O)C1CC1
? | COc1ccccc1CCNC(=O)CCCn1c(=O)c2cccn2c2cccnc21
32µM* | Cc1c(-c2ccccc2F)[nH]c2ccc(CNC(=O)CCn3cnnc3)cc12
-9% | O=C(/C=C/c1ccc(F)cc1)Nc1ccc(Cl)c(C(F)(F)F)c1

More compounds
KDM5B inhibitor | structure
-25% | CCOc1ccc(Nc2c(S(=O)(=O)c3ccc(Cl)cc3)cnc3ccc(OC)cc23)cc1
19% | C/C(=N\NC(=O)CSc1nc(C)[nH]c1[N+](=O)[O-])c1ccc(F)cc1
12% | Cc1noc(-c2cn(C3CCN(C(=O)COc4ccccc4)C3)nn2)n1 (configuration not stated)
-9%[86.2 µM] | COc1ccc(-c2nnc([C@H]3CCN(C(=O)c4ccc(F)cc4)C3)o2)cc1
-9% | CC(=O)c1ccccc1NC(=O)COC(=O)c1c(C)nn(-c2ccccc2)c1C
1% | CC(C)NC(=O)C(C)ONC(=O)c1cccc(C(F)(F)F)c1 (configuration not stated)
25% | CCOc1ccccc1NC(=O)NC1CCCCCCC1
? | N#CC(C(=O)C1c2ccccc2Oc2ccccc21)c1ccccn1 (configuration not stated)

Remaining list, next part.
KDM5B inhibitor | structure
-21% | CCCN(C)c1nccnc1OC1CCN(C(=O)c2ccncc2)C1 (configuration not stated)
-5%[115 µM] | CCNC(=O)N[C@H]1[C@H](O)[C@H](O)C[C@@H]1c1cccc(C)c1
? | O=C(NC1CCN(c2cc(-c3ccc(F)cc3)[nH]n2)C1)c1cccc(OC(F)(F)F)c1 (configuration not stated)
1% | O=C1c2ccccc2-c2onc3c(Br)cc(NC4CCCCC4)c1c23
-2% | CCc1nc2ccccc2c(C(=O)OCC(=O)N2CCCC(C)C2)c1C (configuration not stated)
? | CCc1nc(NCC(C)O)c(C#N)c2c1CCCC2 (configuration not stated)
6% | CN(CCOc1ccccc1)CC1CCCO1 (configuration not stated)
31% | COc1ccc(-c2cc(COc3ccc(Cl)cc3)on2)cc1

Next results.
KDM5B inhibitor | structure
19% | COc1ccc(S(=O)(=O)N2CCOc3ccccc32)cc1
? | CCN1CCN(CCCNC(=O)CCC[C@H]2NC[C@@H]3C[C@H]2CN(Cc2ccccc2)C3)CC1
? | Cc1ccc(N2CCN(c3nc4c(c(=O)[nH]3)CCNC4)CC2)cc1
8% | N#Cc1nc(C2CC2)oc1N1CCN(Cc2cccc(F)c2)CC1
-26% | O=C(N1CCC(n2cc(-c3nc(-c4ccccc4)no3)nn2)CC1)C1(c2ccccc2)CC1
-37% | O=C(Cn1cc(SCc2ccccc2Cl)c2ccccc21)N1CCCCCC1
? | COC(=O)c1cccc(Nc2c(-c3ccc(O)cc3)nc3nc[nH]n23)c1
-11% | CCOC(=O)C1CCCN(c2cc(C)nc3c(-c4ccccc4OC)c(C)nn23)C1 (configuration not stated)

The list goes on.
KDM5B inhibitor | structure
-25% | C=Cc1cccc(CN2CCC(CNS(=O)(=O)C3CC3)C2)c1 (configuration not stated)
-14% | C/C(=C/c1[nH]c(N)[n+](CC2CC2)c1Cc1ccccc1)Cn1[nH]c(=O)n(-c2ccccc2)c1=O
-6% | Cc1ccc(C)c(NC(=O)CCNS(=O)(=O)c2ccc3c(c2)CCCC(=O)N3)c1
? | N#CC1=C2SCN(Cc3ccccc3)CN2C(=O)CC1c1cccc2ccccc12 (configuration not stated)
21% | Cc1nc2nc(NCc3cccs3)[nH]n2c(=O)c1CCC(=O)Nc1ccc2ccccc2c1
10% | CC(=O)NNC(=S)Nc1ccccc1Cl
-1% | O=C(Cn1c(-c2cscn2)nc2ccccc21)Nc1ccc(N2CCCCC2)cc1
? | Cc1oc(C(O)c2ccccc2F)nc1C(=O)N1CCN(c2ccccn2)CC1 (configuration not stated)

(further entries)
KDM5B inhibitor | structure
-5% | CC(C)c1noc(-c2ccc(OCC(=O)NCc3cc(F)cc(F)c3)cc2)n1
-2% | CCOc1ccccc1NC(=O)CC1C(=O)Nc2ccccc2N1C(=O)c1ccccc1 (configuration not stated)
18% | Cn1ccnc1Sc1ncc(C(F)(F)F)cc1Cl
4% | Cc1ccc(Cn2c(CN3CCN(c4ccccc4)CC3)nc3c2c(=O)n(C)c(=O)n3C)cc1
-22% | COc1ccc(NC(=O)N[C@H]2C[C@@H](C(=O)N[C@H](Cc3c[nH]c4ccccc34)C(N)=O)N(C(=O)C=C(C)C)C2)cc1
-7% | N#CC1=C(N)Oc2cc(O)ccc2C1c1ccccc1 (configuration not stated)
-17% | CCOc1ccc(NS(=O)(=O)c2ccc3[nH]cc(C(=O)NCc4ccco4)c(=O)c3c2)cc1
-18%[115 µM] | COC[C@H]1C[C@@H](NC(=O)c2cnccn2)[C@H](O)[C@@H]1O

(cont.)
KDM5B inhibitor | structure
-4% | COc1cc(NC(=O)c2cccc3c2C(=O)N(C2CCCCC2)C3)cc(OC)c1
-8% | Cc1cc2nc3n(c(=O)c2n1CC(=O)NCc1ccccc1)CCCCC3
? | Cc1ccc(C(=O)N2CCCN(CC3CC3)C(C(C)C)C2)cn1 (configuration not stated)
? | O=C(CNC(=O)c1cc(=O)[nH]c2ccccc12)NC1CC1
-20%[86.2 µM] | CC(=O)Nc1ccc(CNC[C@H]2COCc3nc4c(C)cccc4n32)cc1
4%[115 µM] | COc1ccc(C2(C(=O)NCc3cccc(C(F)(F)F)c3)CCOCC2)cc1
-3% | Cc1c(Cl)cccc1NC(=O)C(=O)NCCc1csc(-c2ccc(C(F)(F)F)cc2)n1
? | CCOC(=O)c1sc2nc(CC)c3c(c2c1N)CC(C)(C)OC3

Next structures
KDM5B inhibitor | structure
? | Cc1ccc(C)c(NC(=O)CN2CCSc3ccc(S(=O)(=O)N4CCCC4)cc32)c1
11% | CC(C)c1ccc(S(=O)(=O)N(C)CC2CCOCC2)cc1
? | CC(C)N1CCN(C(=O)C23CCCC=C2N(c2ccccc2)C(=O)CC3)CC1 (configuration not stated)
22% | O=C(NCCS(=O)(=O)N1CCN(c2ccccc2F)CC1)c1ccc(C(F)(F)F)cc1
-4% | COCCNC(=O)C1CC(=O)N(c2n[nH]c3cc(Br)ccc23)C1 (configuration not stated)
-18% | CCc1nc(C)c(C(=O)N2CCC3(CC2)CC(c2ccccc2)CN(CC)C3)o1 (configuration not stated)
0% | CCOCc1nnc(NC(=O)C2CC(=O)N(CCc3c[nH]c4ccc(C)cc34)C2)s1 (configuration not stated)
38% | Cc1ccc(S(=O)(=O)N2CCC(C(=O)NC3CCCC3)CC2)cc1Cl

Reprinted from the part before: four compounds; new compounds follow.
KDM5B inhibitor | structure
-4% | COCCNC(=O)C1CC(=O)N(c2n[nH]c3cc(Br)ccc23)C1 (configuration not stated)
-18% | CCc1nc(C)c(C(=O)N2CCC3(CC2)CC(c2ccccc2)CN(CC)C3)o1 (configuration not stated)
0% | CCOCc1nnc(NC(=O)C2CC(=O)N(CCc3c[nH]c4ccc(C)cc34)C2)s1 (configuration not stated)
38% | Cc1ccc(S(=O)(=O)N2CCC(C(=O)NC3CCCC3)CC2)cc1Cl
0% | N#Cc1ccc(S(=O)(=O)N2CCC(C(=O)N3CCCCCCNC(=O)CC3)CC2)cc1
7% | Cc1cc(C)n(CCC(=O)N2c3ccccc3CC2c2noc(C3CCOCC3)n2)n1 (configuration not stated)
? | CN(C)c1ccc(CNC(=O)Cn2c(-c3cccs3)cc3cc(Cl)ccc32)cc1
23% | CCc1nc(C)sc1C(=O)N1CCN(c2ccc(C)cc2)C(=O)C1
5% | CCCCCSc1nc2c(c(=O)[nH]c(=O)n2C)n1Cc1ccc(Cl)cc1
-18% | NCCC(=O)N1CCCC(N2CCN(Cc3ccc4c(c3)OCO4)CC2)C1 (configuration not stated)
? | CCOc1ccc(-c2oc3ccccc3c(=O)c2O)cc1OCC
? | Cc1ccnc(N2CCC(c3nnc(-c4ccc(F)cc4)o3)CC2)n1

(next part)
KDM5B inhibitor | structure
24% | Cc1ccc(-c2nc(-c3nnn4c3COC(c3ccc(C)cc3)C4)no2)cc1 (configuration not stated)
57%[115 µM] | OCC1(CNCC2CCCC2)C[C@@H](O)[C@@H](O)C1 (some centres not stated)
7% | COc1ccc(CCNC(=O)CSCc2nc(-c3ccc(OC)c(OC)c3)oc2C)cc1OC
? | COc1ccccc1Oc1c(CCC(=O)NCc2ccco2)c(C)nn1-c1ccc(F)cc1
-26% | CCOc1cccc(-c2noc(-c3nc(CC)no3)n2)c1
13% | C=C(C)Cn1c(N2CCN(CC(N)=O)CC2)nc2c1c(=O)[nH]c(=O)n2C
6%[86.2 µM] | CC(C)(CC(=O)O)CC(=O)N1CCN2C(=O)N(Cc3ccccc3)C(=O)[C@H]2C1
? | CS(=O)(=O)N1CCCN(S(=O)(=O)c2ccccc2)CCC(=O)NCC1

(continued)
KDM5B inhibitor | structure
-9% | Cc1ccc(OCC(=O)N2CCC(c3noc(-c4ccccc4)n3)C2)cc1 (configuration not stated)
1% | O=C(Nc1ccccc1Cl)C1CCN(c2nc3ccccc3nc2C(F)(F)F)CC1
? | CCOC(=O)Cn1c(=O)n(CC2CCCO2)c2nc(-c3ccc(CC)cc3)nc(C(N)=O)c21 (configuration not stated)
8% | CCOc1ccc(C2NC(=O)N(Cc3nncn3C(C)C)C3=C2C(=O)OC3)cc1 (configuration not stated)
-42% | CCCc1nc2ccccc2n1CC(O)COc1ccc(C(=O)OC)cc1 (configuration not stated)
8% | O=C(COc1cc(O)c2c(=O)cc(-c3ccccc3)oc2c1)Nc1ccccc1
-29% | CC(C)(C)c1ccc(OCCCCCCN2CCNCC2)cc1
-28% | COc1ccc(-c2nn(-c3ccccc3C)cc2CN2C[C@@H](C)O[C@@H](C)C2)cc1F

Next part:
KDM5B inhibitor | structure
-22% | CCOCCn1c(=O)[nH]c2cc(C(=O)NCC(=O)N(C)C)ccc21
28µM* | COCCC(=O)N1CCCC(C(=O)N2CCN(c3ccccn3)CC2)CCNC(=O)CC1 (configuration not stated)
-16% | O=C(NCc1cccnc1)C1CC(=O)N(c2n[nH]c3ccccc23)C1 (configuration not stated)
-29% | O=C(Nc1ccc(Br)cc1F)N1CCC(CN2CCCC2)CC1
32µM* | CCC1CCCCN1CCCNC(=O)CCc1cc2cc(OC)ccc2[nH]c1=O (configuration not stated)
-2% | CC(C)(C)Sc1ccc(Cl)nn1
? | O=C(NCCc1ccccc1)c1ccc(CSc2nc3cccnc3n2Cc2ccc(F)cc2)cc1
-4% | Cc1cc(Br)ccc1NC(=O)CNC(=O)c1cc2ccccc2oc1=O

(continued)
KDM5B inhibitor | structure
-30% | Cc1oc(-c2cccc(Oc3ccccc3)c2)nc1CN1CCC(C#N)CC1
1% | COc1ccc(Nc2nc(-c3ccc4c(c3)CCC(=O)N4)cs2)cc1
18% | O=C(CCc1nnn2c1CNCC2)N1CCOCC1
10% | CCc1c(CSC(=N)N)csc1C
? | CCc1ccc(CNC(=O)c2cc3n(n2)CC(c2ccc(Cl)cc2)OC3)cc1 (configuration not stated)
-16%&-14% | Cc1cccc(NC(=O)NCCn2c(=O)oc3ccc(C)cc32)c1
